MEKK2 WT-MEK5: raises or lowers MEK5 binding to wildtype human MEKK2 PB1 domain; actives 1.1% (n = 290,000); AID 1531; bead flow cytometry, Alexa488-MEK5 binding to MEKK2 WT; actives lie on both sides; Q9Y2U5; binding response (% of control), % at 10 µM; in the data active means binding response below about 67% or above about 130%
GPR7 antagonist: blocks human GPR7 receptor signaling; AID 1861; inhibition, % at 4.4 µM; actives 1.1% (n = 290,000); P48145; GPR7-expressing cells, fluorescence antagonist assay; in the data active means inhibition above about 16%, passing the limit was not always enough;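 further: cells stimulated with the agonist NPW; 0% = agonist with vehicle and 100% = vehicle without agonist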
Target sequence (P48145 whole entry, looked up): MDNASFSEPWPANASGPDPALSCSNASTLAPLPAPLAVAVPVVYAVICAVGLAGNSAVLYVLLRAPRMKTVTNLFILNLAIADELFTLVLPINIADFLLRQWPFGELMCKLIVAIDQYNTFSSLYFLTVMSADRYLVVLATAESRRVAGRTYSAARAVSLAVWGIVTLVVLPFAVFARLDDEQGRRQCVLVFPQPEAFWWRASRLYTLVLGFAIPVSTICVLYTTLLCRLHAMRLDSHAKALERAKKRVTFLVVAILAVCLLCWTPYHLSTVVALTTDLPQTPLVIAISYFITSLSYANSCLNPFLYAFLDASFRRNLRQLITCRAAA
PfM18AAP inh: blocks P. falciparum M18 aspartyl aminopeptidase | actives 1.2% (n = 290,000) | AID 1822 | inhibition, % at 7.35 µM | recombinant PfM18AAP, H-Glu-NHMec fluorogenic cleavage;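 active means inhibition above the campaign mean inhibition over all tested compounds plus 3 SD, cut at about 28% in these data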;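 further: 0% = plate median of test compound wells and 100% = 2 mM ZnCl2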
MEKK2 mut-MEK5: signal of MEK5 binding to mutant human MEKK2 PB1 domain; bead flow cytometry, Alexa488-MEK5 binding to MEKK2 mutant; percent response, % at 10 µM; actives 0.35% (n = 290,000); in the data active means percent response above about 24%, passing the limit was not always enough; further: inactives centre near 1; some results filed as inactive read as strong as hits
OXTR potentiate: potentiates the human oxytocin receptor response; CHO-OTR cells, Fluo-8 calcium fluorescence, potentiator mode; 0% = oxytocin EC15, 100% = EC100; activation, % at 3 µM; actives 0.061% (n = 320,000);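 active means activation above that plate's cutoff, the mean activation of tested compounds plus 3 SD, cut at about 6.6% in these data, passing the limit was not always enough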;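 further: 100% uses oxytocin at 75 nM as the full agonist control; some results filed as inactive read as strong as hits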
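Dosing: Single dose, 3.0 µM nominal final compound concentration | Material: Human OTR in CHO cells | Technique: Kinetic Fluo-8 calcium fluorescence | Benchmarks: EC15 oxytocin alone as 0%, 75 nM oxytocin as 100% | Probe or stimulus: Oxytocin at about EC15, sub-maximal agonist stimulus | Incubation: Compound 6 min at room temperature before oxytocin, 100 s read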
V1R ag counter: activates human V1a receptor in oxytocin agonist counter-screen; P37288; CHO-V1R cells, Fluo-8 calcium fluorescence, agonist mode; 0% DMSO, 100% 3 nM vasopressin; activation, % at 3 µM; actives 0.25% (n = 320,000);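 active means activation above the mean activation of all tested compounds plus 3 SD, per screening run, cut at about 20% in these data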;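 further: signal is peak over basal fluorescence ratio across a 100 second FLIPR read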
Target sequence (P37288 whole entry, looked up): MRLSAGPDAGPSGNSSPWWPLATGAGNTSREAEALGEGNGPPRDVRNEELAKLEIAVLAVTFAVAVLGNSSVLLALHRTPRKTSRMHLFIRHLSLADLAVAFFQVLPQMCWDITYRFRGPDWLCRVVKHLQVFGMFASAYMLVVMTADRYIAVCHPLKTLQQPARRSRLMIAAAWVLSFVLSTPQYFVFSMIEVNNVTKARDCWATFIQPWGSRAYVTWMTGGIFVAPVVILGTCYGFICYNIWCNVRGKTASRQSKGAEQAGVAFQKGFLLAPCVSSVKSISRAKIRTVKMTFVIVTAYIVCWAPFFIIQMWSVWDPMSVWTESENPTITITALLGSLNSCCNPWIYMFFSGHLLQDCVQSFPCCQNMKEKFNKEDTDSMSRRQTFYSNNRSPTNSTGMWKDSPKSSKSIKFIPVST
NALP1 inh: NALP1 inhibition | S. cerevisiae NALP1/ASC/caspase-1 growth, X-gal OD620, 72 h | inhibition, % at 10 µM | actives 0.61% (n = 280,000); in the data active means inhibition mostly above about 24%, no sharp cut-off; inactive means mostly below about 32%; further: some compounds called inactive have numbers as strong as hits
GalR3 antag: antagonists of human GalR3 | actives 0.44% (n = 360,000) | O60755 | inhibition, % at 3 µM | HEK293 GalR3-CNG cAMP membrane potential fluorescence; galR3 body fused to GalR1 C-terminus;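 active means inhibition above the screen-wide average plus 3 SD, cut at about 13% in these data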;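 further: forskolin and galanin both at EC90 stimulate the cells; cAMP rise reported by CNG channel membrane potential dye signal; 0% = forskolin plus galanin with DMSO and 100% = forskolin alone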
Target sequence (O60755 1-299 limits assumed): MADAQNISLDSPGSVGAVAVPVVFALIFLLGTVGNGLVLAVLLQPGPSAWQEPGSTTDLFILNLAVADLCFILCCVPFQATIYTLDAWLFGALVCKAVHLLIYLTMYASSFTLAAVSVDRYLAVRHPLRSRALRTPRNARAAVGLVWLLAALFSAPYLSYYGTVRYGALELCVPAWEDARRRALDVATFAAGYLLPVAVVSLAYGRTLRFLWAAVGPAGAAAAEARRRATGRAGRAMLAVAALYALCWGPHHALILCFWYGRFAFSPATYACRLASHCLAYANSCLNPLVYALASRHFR
OXTR ag: agonists of human oxytocin receptor; P30559; CHO-OTR cells, Fluo-8 calcium fluorescence; normalized: DMSO 0%, oxytocin 100%; activation, % at 3 µM; actives 0.32% (n = 320,000);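 active means activation above the mean of all tested compounds plus 3 SD, cutoff set per screening run, cut at about 20% in these data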;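 further: peak over basal fluorescence ratio from a 100 s FLIPR kinetic read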
Active calls of the source: *.

How did O=C(O)CCCCCNS(=O)(=O)c1cccc2nsnc12 do in these assays?
MEKK2 WT-MEK5: 110.0; GPR7 antagonist: -12.2; PfM18AAP inh: -3.0; MEKK2 mut-MEK5: 7.0; OXTR potentiate: -8.9; V1R ag counter: -0.2; NALP1 inh: 4.5; GalR3 antag: -1.8; OXTR ag: -0.6

What do the screens show for `Cc1ccc(-n2c(-c3ccc(Cl)cc3Cl)n[nH]c2=S)cc1`?
MEKK2 WT-MEK5: 101.0; GPR7 antagonist: -7.7; PfM18AAP inh: 6.2; MEKK2 mut-MEK5: 1.0; OXTR potentiate: -9.7; V1R ag counter: -0.1; NALP1 inh: -0.5; GalR3 antag: -1.0; OXTR ag: -1.4

What do the screens show for `O=C(Cn1nc(-c2ccccc2)ccc1=O)Nc1ccc(N2CCN(C(=O)c3ccccc3)CC2)cc1`?
MEKK2 WT-MEK5: 99.0; GPR7 antagonist: 19.8*; PfM18AAP inh: 3.3; MEKK2 mut-MEK5: 1.0; OXTR potentiate: -6.4; V1R ag counter: 0.6; NALP1 inh: -66.1; GalR3 antag: -4.6; OXTR ag: 1.3

What do the screens show for `COc1ccccc1-c1cc(C(=O)NC2CCCC2)no1`?
MEKK2 WT-MEK5: 100.0; GPR7 antagonist: -0.8; PfM18AAP inh: 3.8; MEKK2 mut-MEK5: 2.0; OXTR potentiate: -8.8; V1R ag counter: -1.8; NALP1 inh: 21.2; GalR3 antag: -7.4; OXTR ag: -1.3

How did COC(=O)c1nc(NC(=O)c2cc(OC)c(OC)c(OC)c2)n[nH]1 do in these assays?
MEKK2 WT-MEK5: 103.0; GPR7 antagonist: -14.3; PfM18AAP inh: 2.0; MEKK2 mut-MEK5: 3.0; OXTR potentiate: -12.1; V1R ag counter: -0.1; NALP1 inh: 22.0; GalR3 antag: -8.7; OXTR ag: -0.5

Results for COc1ccc(OC(C)C(=O)Nc2cccc(OC)c2)cc1 (configuration not stated) ?
MEKK2 WT-MEK5: 97.0; GPR7 antagonist: -8.1; PfM18AAP inh: 1.4; MEKK2 mut-MEK5: 1.0; OXTR potentiate: -5.5; V1R ag counter: 0.7; NALP1 inh: 5.4; GalR3 antag: -1.4; OXTR ag: 0.3

How did Cc1ccc(CN(C(=O)c2ccccc2[N+](=O)[O-])C2CCS(=O)(=O)C2)o1 (configuration not stated) do in these assays?
MEKK2 WT-MEK5: 101.0; GPR7 antagonist: -10.5; PfM18AAP inh: -24.1; MEKK2 mut-MEK5: 0.0; OXTR potentiate: -10.2; V1R ag counter: 1.7; NALP1 inh: 24.6; GalR3 antag: 3.2; OXTR ag: 0.0

How did CCOC(=O)C1CCN(CC(O)COCc2ccccc2)CC1 (configuration not stated) do in these assays?
MEKK2 WT-MEK5: 100.0; GPR7 antagonist: 5.2; PfM18AAP inh: -17.0; MEKK2 mut-MEK5: 1.0; OXTR potentiate: -9.3; V1R ag counter: 0.1; NALP1 inh: 16.3; GalR3 antag: -3.5; OXTR ag: 0.2

Results for COc1ccc(NCc2nnc(SCCN3CCCCC3)n2-c2ccc(C)cc2)cc1 ?
MEKK2 WT-MEK5: 112.0; GPR7 antagonist: -4.4; PfM18AAP inh: -1.8; MEKK2 mut-MEK5: 0.0; OXTR potentiate: -3.8; V1R ag counter: 1.0; NALP1 inh: 15.7; GalR3 antag: -1.6; OXTR ag: 0.3

What do the screens show for `CC(C)CCn1c(=O)c2ccccc2n2c(CN(C)Cc3ccccc3)nnc12`?
MEKK2 WT-MEK5: 117.0; GPR7 antagonist: -9.5; PfM18AAP inh: -3.1; MEKK2 mut-MEK5: 2.0; OXTR potentiate: -1.4; V1R ag counter: -0.6; NALP1 inh: 40.6; GalR3 antag: -0.7; OXTR ag: -2.4

How did CC(=O)N1CCN(c2nc3ccc(Br)cc3s2)CC1 do in these assays?
MEKK2 WT-MEK5: 101.0; GPR7 antagonist: -5.4; PfM18AAP inh: -4.5; MEKK2 mut-MEK5: -3.0; OXTR potentiate: -3.4; V1R ag counter: 3.2; NALP1 inh: 11.8; GalR3 antag: -1.1; OXTR ag: 2.6

How did COc1ccc(C(=O)N(CCCO)C(C)C(=O)NC2CCCCC2)cc1OC (configuration not stated) do in these assays?
MEKK2 WT-MEK5: 104.0; GPR7 antagonist: -9.9; PfM18AAP inh: 5.4; MEKK2 mut-MEK5: 1.0; OXTR potentiate: -0.9; V1R ag counter: 0.2; NALP1 inh: -31.5; GalR3 antag: 2.6; OXTR ag: 0.4

How did CC(=O)Nc1ccc(/C=N/OCC(=O)Nc2ccc(C)cc2)cc1 do in these assays?
MEKK2 WT-MEK5: 103.0; GPR7 antagonist: -7.6; PfM18AAP inh: 1.5; MEKK2 mut-MEK5: -1.0; OXTR potentiate: -4.5; V1R ag counter: 0.7; NALP1 inh: 20.4; GalR3 antag: -3.3; OXTR ag: -0.7

What do the screens show for `COc1ccc(CCNC(=O)CSc2nc(-c3ccco3)cc(C(F)(F)F)n2)cc1OC`?
MEKK2 WT-MEK5: 105.0; GPR7 antagonist: -1.4; PfM18AAP inh: -7.2; MEKK2 mut-MEK5: 2.0; OXTR potentiate: -0.3; V1R ag counter: 0.2; NALP1 inh: 6.7; GalR3 antag: -7.6; OXTR ag: 0.7

How did COc1ccc(OCc2nn3c(-c4ccco4)nnc3s2)cc1 do in these assays?
MEKK2 WT-MEK5: 98.0; GPR7 antagonist: 18.9; PfM18AAP inh: 2.0; MEKK2 mut-MEK5: 1.0; OXTR potentiate: -17.9; V1R ag counter: 1.7; NALP1 inh: 22.7; GalR3 antag: 0.0; OXTR ag: 0.9

How did COc1ccc(C(=S)N2CCC(C(N)=O)CC2)cc1Br do in these assays?
MEKK2 WT-MEK5: 70.0; GPR7 antagonist: -8.3; PfM18AAP inh: 23.2; MEKK2 mut-MEK5: -14.0; OXTR potentiate: -10.9; V1R ag counter: -0.5; NALP1 inh: -7.5; GalR3 antag: -5.2; OXTR ag: -0.5

Results for C[C@H](NC(=O)c1nc[nH]c1C(=O)N[C@@H](Cc1ccccc1)C(=O)OC(C)(C)C)C(=O)OCc1ccccc1 ?
MEKK2 WT-MEK5: 96.0; GPR7 antagonist: -22.5; PfM18AAP inh: 5.9; MEKK2 mut-MEK5: -11.0; OXTR potentiate: -15.8; V1R ag counter: 1.4; NALP1 inh: 2.7; GalR3 antag: -3.4; OXTR ag: 0.0

Results for O=c1nc2n(Cc3ccccc3)c3ccccc3cc-2c(=O)[nH]1 ?
MEKK2 WT-MEK5: 98.0; GPR7 antagonist: -12.5; PfM18AAP inh: 6.5; MEKK2 mut-MEK5: 0.0; OXTR potentiate: 4.0; V1R ag counter: 0.5; NALP1 inh: 31.8; GalR3 antag: -2.8; OXTR ag: 0.3

How did CC(C)C(c1nnnn1Cc1ccc2c(c1)OCO2)N1CCN(c2ccccc2)CC1 (configuration not stated) do in these assays?
MEKK2 WT-MEK5: 101.0; GPR7 antagonist: 7.8; PfM18AAP inh: -0.9; MEKK2 mut-MEK5: 0.0; OXTR potentiate: -14.4; V1R ag counter: 0.1; NALP1 inh: 3.6; GalR3 antag: 3.0; OXTR ag: -0.8

Results for Cc1cccc(N2CCN(C(c3ccccc3)c3nnnn3CC3CCCO3)CC2)c1C (configuration not stated) ?
MEKK2 WT-MEK5: 98.0; GPR7 antagonist: -11.5; PfM18AAP inh: -2.7; MEKK2 mut-MEK5: 3.0; OXTR potentiate: -17.7; V1R ag counter: -0.4; NALP1 inh: 15.6; GalR3 antag: -2.6; OXTR ag: -1.5

What do the screens show for `CCOc1cccc(-c2nnc3sc(-c4ccco4)nn23)c1`?
MEKK2 WT-MEK5: 92.0; GPR7 antagonist: -0.8; PfM18AAP inh: -3.6; MEKK2 mut-MEK5: -4.0; OXTR potentiate: -18.9; V1R ag counter: 1.3; NALP1 inh: 8.7; GalR3 antag: -3.5; OXTR ag: 0.0

How did CC1(C(O)(C#CC[N+]2(C)CCCCC2)c2ccccc2)CCCC1 (configuration not stated) do in these assays?
MEKK2 WT-MEK5: 83.0; GPR7 antagonist: -8.0; PfM18AAP inh: 5.5; MEKK2 mut-MEK5: -8.0; OXTR potentiate: -1.2; V1R ag counter: 0.1; NALP1 inh: -26.2; GalR3 antag: 4.7; OXTR ag: 0.1

What do the screens show for `CCOc1cc(C(=O)Nc2ccncc2)cc(OCC)c1OCC`?
MEKK2 WT-MEK5: 89.0; GPR7 antagonist: -9.0; PfM18AAP inh: -9.0; MEKK2 mut-MEK5: -9.0; OXTR potentiate: -4.3; V1R ag counter: -0.7; NALP1 inh: 7.5; GalR3 antag: -3.5; OXTR ag: -2.7

Results for Cc1ccc(N2NC(=O)/C(=C\c3cc4c(cc3[N+](=O)[O-])OCO4)C2=O)cc1C ?
MEKK2 WT-MEK5: 97.0; GPR7 antagonist: -7.0; PfM18AAP inh: 14.5; MEKK2 mut-MEK5: -1.0; OXTR potentiate: -2.8; V1R ag counter: 0.3; NALP1 inh: 25.1; GalR3 antag: -7.1; OXTR ag: 0.3

Results for COC(=O)c1ccc(/C=C/C(=O)c2ccc(OC)c(OC)c2)cc1 ?
MEKK2 WT-MEK5: 104.0; GPR7 antagonist: -0.3; PfM18AAP inh: 10.5; MEKK2 mut-MEK5: -1.0; OXTR potentiate: -9.4; V1R ag counter: 0.7; NALP1 inh: 2.9; OXTR ag: 0.5

How did CCCC(=O)Nc1ccc(C(=O)NNC(=O)c2ccccc2Br)cc1 do in these assays?
MEKK2 WT-MEK5: 98.0; GPR7 antagonist: -11.9; PfM18AAP inh: -5.1; MEKK2 mut-MEK5: 1.0; OXTR potentiate: 1.6; V1R ag counter: 0.7; NALP1 inh: 4.7; GalR3 antag: -1.9; OXTR ag: 1.1

How did O=C(NCCCn1ccnc1)C(=O)c1c[nH]c2ccccc12 do in these assays?
MEKK2 WT-MEK5: 102.0; GPR7 antagonist: -2.9; PfM18AAP inh: 4.1; MEKK2 mut-MEK5: -2.0; OXTR potentiate: 2.7; V1R ag counter: 0.4; NALP1 inh: -5.2; GalR3 antag: -1.7; OXTR ag: 0.6

Results for CC(=O)NC(Cc1c[nH]c2ccccc12)C(=O)NCCc1ccccn1 (configuration not stated) ?
MEKK2 WT-MEK5: 99.0; GPR7 antagonist: 2.7; PfM18AAP inh: -5.5; MEKK2 mut-MEK5: -4.0; OXTR potentiate: -6.2; V1R ag counter: 0.6; NALP1 inh: -4.7; GalR3 antag: -8.0; OXTR ag: 0.0

What do the screens show for `CCC(=O)NCCc1nc2cc(NC(=O)c3ccc(F)cc3)ccc2n1C`?
MEKK2 WT-MEK5: 101.0; GPR7 antagonist: -1.4; PfM18AAP inh: -4.6; MEKK2 mut-MEK5: 4.0; OXTR potentiate: -18.8; V1R ag counter: 1.3; NALP1 inh: 21.2; GalR3 antag: -7.7; OXTR ag: 0.8

What do the screens show for `CCc1ccc([C@@H]2CC=C(C(=O)O)[C@H](c3ccccc3)N2S(=O)(=O)c2ccc(C)cc2)cc1`?
OXTR potentiate: -15.9; V1R ag counter: 4.8; GalR3 antag: -1.6; OXTR ag: 1.3

Results for C#CCNC(=O)C1=C[C@@H](c2ccc(C(F)(F)F)cc2)C[C@@H](OCc2ccc(CO)cc2)O1 ?
MEKK2 WT-MEK5: 100.0; MEKK2 mut-MEK5: -1.0; OXTR potentiate: -13.8; V1R ag counter: -1.1; GalR3 antag: -9.2; OXTR ag: 0.7

High-throughput results as filed in PubChem.
